Source: PubChem
TexasRed autofl – Texas Red region autofluorescence. Compound fluorescence, Texas Red channel, 547/618 nm; active compounds read high. max dye-equivalent concentration, M. 59,000 compounds, 0.06% hits. AID 587; in the data active means max dye-equivalent concentration above about 10 nM; inconclusive means between about 1.1 nM and that limit
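Fluorescence at ex 547/em 618 nm, normalized against an on-plate Texas Red standard series to give dye-equivalent concentration per compound concentration. Buffer 100 mM Tris, pH 8.0; 15 min RT incubation before CCD imaging.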
Casp7 inh – blocks human caspase-7 allosterically or competitively | P55210 | recombinant caspase-7, Ac-DEVD-AFC fluorescence rate | Potency, µM (doses to about 57.5 µM), for inactives: at the highest dose activity change, negative = inhibition, usual class: inhibitors | 75,000 compounds, 0.02% hits; active means well fitted inhibition curve with a large enough effect in the main read-out, with a control signal flat, not every such curve was filed as active; inconclusive means small, poorly fitted or top-dose-only effect, or a change in a side signal; further: potency means the concentration at half of the fitted maximal effect; % of control where 0% means no effect
Target sequence (P55210 24-198 limits assumed): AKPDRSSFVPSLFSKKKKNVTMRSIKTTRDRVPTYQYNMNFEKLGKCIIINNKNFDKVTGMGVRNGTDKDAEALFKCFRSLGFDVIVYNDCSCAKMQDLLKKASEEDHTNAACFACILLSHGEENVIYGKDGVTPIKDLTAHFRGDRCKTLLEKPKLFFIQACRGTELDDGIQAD
Target sequence (P55210 207-303 limits assumed): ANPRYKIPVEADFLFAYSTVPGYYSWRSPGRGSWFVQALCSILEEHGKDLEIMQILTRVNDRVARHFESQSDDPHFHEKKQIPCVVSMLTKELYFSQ
ERK AVP inh – inhibitors of vasopressin-stimulated ERK signaling pathway. Potency, µM (top dose mostly 57.5 µM), without a hit: at the top dose activity, negative = inhibition, most hits filed as inhibitors. AID 995. HEK293-V1b, vasopressin-stimulated pERK AlphaScreen. 72,000 compounds, 0.99% hits; further: potency means the concentration at half of the fitted maximal effect; on the % scale 0 is the no-effect control and ±100 the full control effect; nearly all actives have a fitted effect of over 55% in size
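V1b-HEK293 cells; cpd 30 min 37C; 25 nM vasopressin 5 min; lyse 10 min; AlphaScreen beads 5 hr RT. Normalized to DMSO basal and 25 nM vasopressin; AC50 by Hill fit.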
Tau fil binding – binders of human tau filaments. Potency, µM (titrated, usually from 57.1 µM), without a hit: at the highest dose activity change, negative = inhibition. P10636. 71,000 compounds, 2% hits. AID 596. recombinant tau filaments, thioflavin S fluorescence, 15 h; filaments grown with octadecylsulfate alongside compound;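 further: potency means the concentration at half of the fitted maximal effect; on the % scale 0 is the no-effect control and ±100 the full control effect; actives lower thioflavin S fluorescence by blocking filaments or displacing dye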
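Recombinant tau protein (human, 1 uM final) plus 30 uM ODS in HEPES pH 7.4 with NaCl, DTT and thioflavine S. Compound present from the start; fluorescence at 510 nm after 15 h, 37 C.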
Luciferase inh – firefly luciferase inhibition; P08659; purified firefly luciferase, luminescence, 8 min; Potency, µM (series often up to 57.1 µM), without a hit: top-dose activity change, negative = inhibition, actives largely listed as inhibitors; 72,000 compounds, 2.2% hits; further: potency means the concentration at half of the fitted maximal effect; on the % scale 0 is the no-effect control and ±100 the full control effect; nearly all actives have a fitted effect of over 40% in size
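Substrate buffer containing 10 uM ATP (pH 7.2 imidazole, Mg2+, KCl, detergent, BSA) is dispensed, compound pinned in, then luciferase/luciferin detector mix added. After 8 min at ambient temperature, light output is measured.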
Rhodamine autofl – rhodamine region autofluorescence; 59,000 compounds, 0.05% hits; Rhodamine-region fluorescence, 547/598 nm, Tris buffer; active compounds read high; max dye-equivalent concentration, M; in the data active means max dye-equivalent concentration above about 11 nM; inconclusive means between about 1.1 nM and that limit
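A six-point rhodamine series on each plate calibrates the signal. Compounds sit in 100 mM Tris (pH 8.0) for 15 min at ambient temperature before imaging through 547 nm/598 nm filters.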
Casp1 inh – allosteric or competitive inhibitors of human caspase-1. P29466. Caspase-1 enzyme, Ac-WEHD-AFC fluorogenic rate. Potency, µM (doses to about 57.5 µM), without a hit: top-dose activity change, negative = inhibition, hits mostly inhibitors. 75,000 compounds, 0.03% hits;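 further: potency means the concentration at half of the fitted maximal effect; plate controls were vehicle for no effect and no substrate for full effect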
Target sequence (P29466 120-297 limits assumed): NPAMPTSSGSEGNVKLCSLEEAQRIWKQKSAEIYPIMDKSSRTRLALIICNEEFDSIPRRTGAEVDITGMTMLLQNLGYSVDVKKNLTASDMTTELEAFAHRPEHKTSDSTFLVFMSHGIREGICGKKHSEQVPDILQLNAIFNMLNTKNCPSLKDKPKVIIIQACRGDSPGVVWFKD
Target sequence (P29466 317-404 limits assumed): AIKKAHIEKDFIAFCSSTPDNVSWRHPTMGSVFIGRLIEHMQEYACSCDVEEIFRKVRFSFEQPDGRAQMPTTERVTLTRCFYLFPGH
HEK293 cAMP cs – raises cAMP in parental HEK293 cells, TSHR agonist counter-screen | AID 938 | Potency, µM (highest dose often 57.1 µM), for inactives: at the highest dose activation, actives largely listed as activators | 73,000 compounds, 2.5% hits | parental HEK293 CNG cAMP sensor, membrane potential fluorescence; further: potency means the concentration at half of the fitted maximal effect; % of control where 0% means no effect; nearly all actives have a fitted effect of over 55% in size
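Parental HEK 293 cells stably expressing a cAMP-gated CNG channel were loaded with membrane potential dye containing 100 uM RO 20-1724 for 60 min. Compound added for 30 min; depolarization read as fluorescence intensity at 590 nm.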
Fluorescein autfl – fluorescein region autofluorescence; 59,000 compounds, 0.91% hits; AID 593; max fluorescein-equivalent concentration, M; Compound autofluorescence, 480/540 nm, fluorescein-equivalent; active compounds read high; in the data active means max fluorescein-equivalent concentration above about 10 nM; inconclusive means between about 1.1 nM and that limit
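Read-out is intrinsic compound fluorescence at 480/540 nm (excitation/emission), expressed as dye-equivalent concentration using a fluorescein standard series run on every plate. Compounds sat 15 min at room temperature in 100 mM Tris, pH 8.0.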
A350 fluor – compounds fluorescent in Alexa 350 spectral region; Compound autofluorescence, 340/450 nm, Alexa 350 dye-equivalents; active compounds read high; max dye-equivalent concentration, M; 59,000 compounds, 11% hits; AID 590; in the data active means max dye-equivalent concentration above about 10 nM; inconclusive means mostly about 1.1 nM to 9.6 nM
4MU fluor – 4-MU region autofluorescence; compound autofluorescence, 340/450 nm, 4-MU equivalents; active compounds read high; max dye-equivalent concentration, M; 59,000 compounds, 11% hits; AID 589; in the data active means max dye-equivalent concentration above about 10 nM; inconclusive means mostly about 1.1 nM to 9.6 nM
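Intrinsic fluorescence at 340/450 nm (ex/em) was read after 15 min at room temperature in pH 8.0, 100 mM Tris. Each compound concentration expressed as 4-MU-equivalent concentration from a six-point 4-MU standard series on each plate.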
Starred values were filed as active, the others as inactive; [ ] = dose if it differs, or a comment. Unless noted, the call rests on the fitted dose curve; in most records, active means well fitted curve in the direction sought with a large enough effect; inconclusive means small, poorly fitted or top-dose-only effect, or another doubt; inactive means no such curve, though single readings can be large; an effect the other way counts as inactive or inconclusive.

Results for COc1cccc(NS(=O)(=O)c2ccc3c(c2)n(C)c(=O)c(=O)n3C)c1 ?
TexasRed autofl: inactive; Casp7 inh: 2%; ERK AVP inh: 2%; Tau fil binding: 3%; Luciferase inh: 0%; Rhodamine autofl: inactive; Casp1 inh: 0%; HEK293 cAMP cs: 11%; Fluorescein autfl: inactive; A350 fluor: inactive; 4MU fluor: inactive

How did O=C(O)[C@@H]1[C@@H](C(=O)NCc2cccnc2)[C@@H]2C=C[C@@H]1O2 do in these assays?
TexasRed autofl: inactive; Casp7 inh: 1%[11.5 µM]; ERK AVP inh: -27%[11.5 µM]; Tau fil binding: -1%[11.4 µM]; Luciferase inh: 0%[11.4 µM]; Rhodamine autofl: inactive; Casp1 inh: 3%[11.5 µM]; HEK293 cAMP cs: 0%[11.4 µM]; Fluorescein autfl: inconclusive; A350 fluor: inactive; 4MU fluor: inactive

Results for O=C(CC1(O)C(=O)Nc2ccccc21)c1ccc(-n2cccc2)cc1 (stereo not given) ?
TexasRed autofl: inactive; Casp7 inh: -5%; ERK AVP inh: -19%; Tau fil binding: -1%; Luciferase inh: -3%; Rhodamine autofl: inactive; Casp1 inh: -1%; HEK293 cAMP cs: 0%; Fluorescein autfl: inconclusive; A350 fluor: inactive; 4MU fluor: inactive

How did Cn1cc(C(=O)NCCN2CCN(c3cccc(Cl)c3)CC2)c2c3ccccc3n(C)c2c1=O do in these assays?
TexasRed autofl: inactive; Casp7 inh: 0%; ERK AVP inh: 3%; Tau fil binding: 3%; Luciferase inh: 2%; Rhodamine autofl: inactive; Casp1 inh: 2%; HEK293 cAMP cs: 3%; Fluorescein autfl: inconclusive; A350 fluor: 2.9e-08M*; 4MU fluor: 3.1e-08M*

Results for COC(=O)N1[C@H](C)C=C[C@]1(Cc1ccccc1)C(=O)OC ?
Casp7 inh: 0%; ERK AVP inh: 4%; Tau fil binding: 3%; Casp1 inh: 1%; HEK293 cAMP cs: 18%

What do the screens show for `COC(=O)c1ccc(NC(=O)CN2C(=O)CSC2=O)cc1`?
TexasRed autofl: inactive; Casp7 inh: -4%; ERK AVP inh: -9%; Tau fil binding: 6%; Luciferase inh: -12%; Rhodamine autofl: inactive; Casp1 inh: 4%; HEK293 cAMP cs: -4%; Fluorescein autfl: inactive; A350 fluor: inactive; 4MU fluor: inactive

Results for C=CCSc1nc2c(c(=O)[nH]c(=O)n2C)n1Cc1ccc(C)cc1 ?
Casp7 inh: 1%; Tau fil binding: 319%; Luciferase inh: 0%; Casp1 inh: -2%; HEK293 cAMP cs: -4%

How did COC(=O)c1c(NC(=O)c2nc3ncccn3n2)sc(C(=O)N(C)C)c1C do in these assays?
TexasRed autofl: inactive; Casp7 inh: 0%; ERK AVP inh: 8%; Tau fil binding: -8%; Luciferase inh: -3%; Rhodamine autofl: inactive; Casp1 inh: -1%; HEK293 cAMP cs: 8%; Fluorescein autfl: inconclusive; A350 fluor: inconclusive; 4MU fluor: inconclusive

What do the screens show for `COCCCNC(=O)CSC1=Nc2ccccc2C2=NC(CC(=O)NCc3ccccc3)C(=O)N12` (stereo not given)?
TexasRed autofl: inactive; Casp7 inh: 0%; ERK AVP inh: 14%; Tau fil binding: 4%; Luciferase inh: 3%; Rhodamine autofl: inactive; Casp1 inh: -1%; HEK293 cAMP cs: -2%; Fluorescein autfl: inactive; A350 fluor: 3.2e-07M*; 4MU fluor: 3.9e-07M*

How did COc1ccc(CCNC(=O)CC2COc3ccccc3O2)cc1OC (stereo not given) do in these assays?
TexasRed autofl: inconclusive; Casp7 inh: 0%; ERK AVP inh: 0%; Tau fil binding: 2%; Luciferase inh: -2%; Rhodamine autofl: inactive; Casp1 inh: 0%; HEK293 cAMP cs: -1%; Fluorescein autfl: inconclusive; A350 fluor: inactive; 4MU fluor: inactive

How did COCCNC(=O)Cn1nc(C)c2ccccc2c1=O do in these assays?
TexasRed autofl: inconclusive; Casp7 inh: 2%; ERK AVP inh: 0%; Tau fil binding: -6%; Luciferase inh: 0%; Rhodamine autofl: inactive; Casp1 inh: -2%; HEK293 cAMP cs: 11%; Fluorescein autfl: inconclusive; A350 fluor: inactive; 4MU fluor: inactive

How did CCN(CC)C(=O)c1sc2nc(-c3ccc(OC)cc3)cn2c1C do in these assays?
TexasRed autofl: inactive; Casp7 inh: 2%; ERK AVP inh: 22%; Tau fil binding: 4%; Luciferase inh: 13µM*; Rhodamine autofl: inactive; Casp1 inh: -2%; HEK293 cAMP cs: 16µM*; Fluorescein autfl: inactive; A350 fluor: inactive; 4MU fluor: inactive

What do the screens show for `CCOC(=O)c1c(C)[nH]c2cc(Br)c(OC)cc12`?
Casp7 inh: -1%; ERK AVP inh: -9%; Tau fil binding: 16%; Luciferase inh: -1%; Casp1 inh: -3%; HEK293 cAMP cs: 1%

What do the screens show for `COc1ccc(S(=O)(=O)NCc2ccccn2)c(Cl)c1Cl`?
TexasRed autofl: inconclusive; Casp7 inh: -1%; ERK AVP inh: -6%; Tau fil binding: 0%; Luciferase inh: -6%; Rhodamine autofl: inactive; Casp1 inh: 2%; HEK293 cAMP cs: 2%; Fluorescein autfl: inactive; A350 fluor: inactive; 4MU fluor: inactive

Results for CC(Oc1ccccc1)C(=O)NC1CC(C)(C)NC(C)(C)C1 (stereo not given) ?
Casp7 inh: 0%; ERK AVP inh: 1%; Tau fil binding: 5%; Luciferase inh: 4%; Casp1 inh: 1%; HEK293 cAMP cs: inconclusive

What do the screens show for `CCn1c(C(C#N)/C(=N\S(=O)(=O)c2cccs2)c2ccccc2)nc2ccccc21` (stereo not given)?
TexasRed autofl: inconclusive; Casp7 inh: -3%; ERK AVP inh: 5%; Tau fil binding: 276%; Luciferase inh: 0%; Rhodamine autofl: inactive; Casp1 inh: -3%; HEK293 cAMP cs: 4%; Fluorescein autfl: inactive; A350 fluor: inconclusive; 4MU fluor: inconclusive

What do the screens show for `CC1(C)CC(=O)C=C(NCc2cccnc2)C1`?
Casp7 inh: -5%; ERK AVP inh: 5%; Tau fil binding: 17%; Luciferase inh: -3%; Casp1 inh: -2%; HEK293 cAMP cs: 8%

Results for COc1ccc(OCC(=O)Nc2ccc(S(=O)(=O)Nc3cc(C)nc(C)n3)cc2)cc1 ?
TexasRed autofl: inconclusive; Casp7 inh: 0%; ERK AVP inh: 15%; Tau fil binding: -4%; Luciferase inh: 2%; Rhodamine autofl: inactive; Casp1 inh: 2%; HEK293 cAMP cs: 2%; Fluorescein autfl: inactive; A350 fluor: inactive; 4MU fluor: inactive

What do the screens show for `Cc1nnc2c(-c3ccccc3)nc3ccccc3n12`?
Casp7 inh: 1%; ERK AVP inh: -20%; Tau fil binding: 17%; Luciferase inh: 1%; Casp1 inh: -2%; HEK293 cAMP cs: 5%

Results for COC(=O)c1ccc(NC(=O)CSc2nncn2C)cc1 ?
TexasRed autofl: inconclusive; Casp7 inh: -1%; ERK AVP inh: -2%; Tau fil binding: -6%; Luciferase inh: 1%; Rhodamine autofl: inactive; Casp1 inh: 0%; HEK293 cAMP cs: 11%; Fluorescein autfl: inactive; A350 fluor: inactive; 4MU fluor: inactive

Results for O=C(NCc1ccccc1)N1CCC(n2cnc3cc(F)ccc32)CC1 ?
TexasRed autofl: inconclusive; Casp7 inh: 5%; ERK AVP inh: 12%; Tau fil binding: 1%; Luciferase inh: 3%; Rhodamine autofl: inactive; Casp1 inh: 1%; HEK293 cAMP cs: -2%; Fluorescein autfl: inactive; A350 fluor: inconclusive; 4MU fluor: inactive

What do the screens show for `CCSc1nnc(-c2ccccc2NC(=O)CC)c(=O)[nH]1`?
TexasRed autofl: inactive; Casp7 inh: 1%; ERK AVP inh: 12%; Tau fil binding: 10%; Luciferase inh: 0%; Rhodamine autofl: inactive; Casp1 inh: -2%; HEK293 cAMP cs: 5%; Fluorescein autfl: inactive; A350 fluor: inactive; 4MU fluor: inactive

Results for O=C(c1ccncc1)N1CCC2(CC1)CCN(c1ncccn1)CC2 ?
TexasRed autofl: inactive; Casp7 inh: -1%; ERK AVP inh: 9%; Tau fil binding: -2%; Luciferase inh: 1%[11.4 µM]; Rhodamine autofl: inactive; Casp1 inh: -2%; HEK293 cAMP cs: 14%; Fluorescein autfl: inactive; A350 fluor: inactive; 4MU fluor: inactive

How did COc1cccc(-c2ccc3ncnc(N(C)Cc4ccco4)c3c2)c1 do in these assays?
TexasRed autofl: inactive; Casp7 inh: -5%; ERK AVP inh: inconclusive; Tau fil binding: -1%; Luciferase inh: 1%[2.29 µM]; Rhodamine autofl: inactive; Casp1 inh: -2%; HEK293 cAMP cs: 16µM*; Fluorescein autfl: inconclusive; A350 fluor: inactive; 4MU fluor: inactive

2 compounds picked at random from the list so far, as already listed:
What do the screens show for `CC1(C)CC(=O)C=C(NCc2cccnc2)C1`?
Casp7 inh: -5%; ERK AVP inh: 5%; Tau fil binding: 17%; Luciferase inh: -3%; Casp1 inh: -2%; HEK293 cAMP cs: 8%

What do the screens show for `CCSc1nnc(-c2ccccc2NC(=O)CC)c(=O)[nH]1`?
TexasRed autofl: inactive; Casp7 inh: 1%; ERK AVP inh: 12%; Tau fil binding: 10%; Luciferase inh: 0%; Rhodamine autofl: inactive; Casp1 inh: -2%; HEK293 cAMP cs: 5%; Fluorescein autfl: inactive; A350 fluor: inactive; 4MU fluor: inactive

A portion of the library. The share of hits here may be higher or lower than overall.
